# Screening data deposited in PubChem by Broad Institute.
# PglD DTNB = PglD (C. jejuni) enzyme inhibition. 360,000 tested, 0.098% active. inhibition, % at 12.5 µM. AID 602405. purified PglD enzyme, DTNB colorimetric CoA detection; in the data active means inhibition above about 16%, passing the limit was not always enough; inconclusive means no clear call, values can overlap the other calls; further: strong numbers were not always called active
# S100A4 inh HTS = inhibitors of human S100A4 binding to myosin IIA peptide | P26447 | S100A4/TAMRA-MyoIIA peptide fluorescence polarization | 360,000 tested, 0.14% active | inhibition, % at 10.7 µM;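 active means mean inhibition of at least 70% across replicates, with every replicate also reaching that level; inconclusive means mean inhibition reaches 70% but some replicates fall short; inactive means mean inhibition below 70%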
# Target sequence (P26447 whole entry, looked up): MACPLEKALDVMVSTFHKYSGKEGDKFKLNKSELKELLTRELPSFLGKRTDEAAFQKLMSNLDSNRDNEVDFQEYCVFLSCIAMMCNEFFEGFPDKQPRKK
#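 Compound dosing: one dose per compound; test system: human S100A4 monomer with TAMRA-labelled myosin IIA peptide; probe or stimulus: TAMRA-labelled myosin IIA heavy-chain peptide probe, 5 nM; medium: HEPES buffer with Ca2+, pH 7.2; schedule: 5 min incubation before reading; benchmarks: neutral control DMSO, positive control TFP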
# DENV2 CPE rescue = protects cells from dengue virus 2 cytopathic effect. DENV2-infected cells, cytopathic effect rescue, plate reader. CPE inhibition, % at 9.99 µM. 350,000 tested, 1.7% active. AID 651640; in the data active means CPE inhibition above about 20%, passing the limit was not always enough; inconclusive means no clear call, values can overlap the other calls; tested in BHK-21 cells;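 further: 0% = median of neutral control wells and 100% = median of positive control wells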
# E-selectin induc = E-selectin induction on HUVECs; P16581; HUVEC E-selectin immunofluorescence imaging; normalized: neutral wells 0, TNF-alpha wells 100; activation, % at 7.58 µM; 260,000 tested, 0.37% active; AID 686992;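 active means mean E-selectin-positive cell signal at least 10% of the positive control, reached in at least 60% of replicates, without over 20% cell loss; inconclusive means no rule given, readout overlaps actives, possibly toxicity-flagged; inactive means the rest, including those meeting only one limit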;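 further: in these data hits start at about 27%; measured in HUVEC primary endothelial cells; signal is the percent of cells scored E-selectin positive by PE staining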
#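 Material: HUVEC primary endothelial cells; Amount: 3,000 cells per well; Dosing: single concentration; Medium: EGM-2 growth medium on 0.1% gelatin-coated wells; Read-out basis: percent E-selectin-positive cells; Signal: immunofluorescence imaging; Control set: TNF-alpha, DMSO.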
# ERp5 inh = inhibitors of human ERp5. AID 651711. 350,000 tested, 0.05% active. ERp5 insulin aggregation, absorbance 650 nm, 90 min. Q15084. inhibition, % at 9.99 µM;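 active means mean replicate inhibition above about 25%, with every replicate also reaching it, limit read from the data, passing the limit was not always enough; inconclusive means only one of those two criteria met; inactive means neither criterion met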
# Target sequence (Q15084 whole entry, looked up): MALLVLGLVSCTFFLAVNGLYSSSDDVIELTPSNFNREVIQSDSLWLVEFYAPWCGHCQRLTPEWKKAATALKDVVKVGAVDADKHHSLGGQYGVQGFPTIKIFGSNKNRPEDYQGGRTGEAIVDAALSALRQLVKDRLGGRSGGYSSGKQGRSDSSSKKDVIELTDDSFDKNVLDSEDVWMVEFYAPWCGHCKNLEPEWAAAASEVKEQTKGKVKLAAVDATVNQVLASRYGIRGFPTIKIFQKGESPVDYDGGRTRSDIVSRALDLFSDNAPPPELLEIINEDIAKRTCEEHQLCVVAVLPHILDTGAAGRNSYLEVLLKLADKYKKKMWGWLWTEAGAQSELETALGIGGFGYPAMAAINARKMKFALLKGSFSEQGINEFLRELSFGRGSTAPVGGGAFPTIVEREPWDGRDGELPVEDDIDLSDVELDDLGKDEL
# Statin myotox sup = protects C2C12 myotubes from simvastatin toxicity | rescue of ATP level, % at 7.49 µM | ATP luminescence, 48 h; scaled: DMSO 0, geranylgeraniol control 100 | AID 602340 | 330,000 tested, 0.78% active;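 active means mean ATP rescue above about 67%, or every replicate alone reaching that limit, limit read from the data, passing the limit was not always enough; inconclusive means no clear call, values can overlap the other calls; inactive means mean under the limit and some replicate under it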;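 further: myotubes were challenged with 10 µM simvastatin during compound exposure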
# SIRT5 inh = sirtuin-5 (human) deacylase inhibition; inhibition, % at 15 µM; Q9NXA8; AID 652115; Purified SirT5, succinyl-peptide AMC, trypsin-coupled fluorescence; 330,000 tested, 1.1% active; in the data active means inhibition above about 15%; inconclusive means no clear call, values can overlap the other calls
# Target sequence (Q9NXA8 whole entry, looked up): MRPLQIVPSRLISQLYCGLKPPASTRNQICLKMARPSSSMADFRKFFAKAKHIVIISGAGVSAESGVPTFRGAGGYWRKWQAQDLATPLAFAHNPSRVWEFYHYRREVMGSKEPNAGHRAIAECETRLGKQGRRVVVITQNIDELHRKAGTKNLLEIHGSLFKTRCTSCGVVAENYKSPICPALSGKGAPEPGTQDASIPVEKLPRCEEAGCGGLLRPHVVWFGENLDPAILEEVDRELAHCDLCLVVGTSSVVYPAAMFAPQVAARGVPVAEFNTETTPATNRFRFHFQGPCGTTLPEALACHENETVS
# * = called active by the depositor; ? = inconclusive; . = not tested or not shown. Not all compounds are listed, so the mix of outcomes need not match the whole.
structure	PglD DTNB	S100A4 inh HTS	DENV2 CPE rescue	E-selectin induc	ERp5 inh	Statin myotox sup	SIRT5 inh
CC1CN(c2nc3c(c(=O)n(C)c(=O)n3C)n2Cc2c(Cl)cccc2Cl)CC(C)O1 (centres undefined)	.	3	8	-0.1	-1	.	-2
COc1ccc(NC(=O)Nc2ccc3c(c2)CC(=O)N([C@@H](C)CO)C[C@H](C)[C@H](CN(C)Cc2ccc(-c4ccccc4)cc2)O3)cc1	0	-23	-5	0.7	10	33	13
CCc1ccc(NC(=S)Nc2ccc3[nH]c(=O)[nH]c3c2)cc1	6	2	-1	0.5	-4	-9	-5
Cc1ccccc1S(=O)(=O)N1CC(=O)N2[C@H](CO)[C@@H](c3ccc(C#CCN(C)C)cc3)[C@@H]2C1	.	-4	34*	0.6	-10	.	-2
C[C@@H]1CCCCO[C@H](CN(C)Cc2ccc3c(c2)OCO3)[C@@H](C)CN([C@@H](C)CO)C(=O)c2cc(NC(=O)c3ccncc3)ccc2O1	0	17	?	-0.3	-4	.	-1
CN(Cc1ccccc1)c1ccc(S(=O)(=O)N2CCC(C(=O)O)CC2)cc1[N+](=O)[O-]	2	1	-2	-2.4	-1	2	1
Cc1cc(=O)nc2c3ccccc3n(C(C)C(=O)Nc3cc(F)ccc3F)n12 (centres undefined)	.	-8	-2	-0.2	0	7	-2
Cc1noc(C)c1NC(=O)Nc1ccc2c(c1)CC(=O)N([C@@H](C)CO)C[C@@H](C)[C@@H](CN(C)Cc1ccc(C(=O)O)cc1)O2	0	4	4	-1.5	3	-14	-6
CC1CCc2c(sc(NC(=O)c3noc4c3CCCC4)c2C(N)=O)C1 (centres undefined)	.	3	-1	0.0	4	.	-2
O=C(CN1CCN(Cc2ccccc2)CC1)N/N=C/c1cccnc1	.	-1	1	6.3	-12	-2	0
C[C@@H]1CN([C@H](C)CO)C(=O)c2cccc(NS(C)(=O)=O)c2O[C@H]1CN(C)Cc1ccccc1	0	-6	-5	0.0	2	4	6
COc1ccccc1-c1ccccc1[C@H]1[C@H](C#N)N(C(=O)C2CCC2)[C@H]1CO	.	-5	50*	-0.2	4	.	12
COc1cc(C=O)cc(Cl)c1OC(=O)N1CCOCC1	-1	2	3	-0.3	1	1	-2
C[C@@H]1CN([C@H](C)CO)C(=O)c2cc(NC(=O)Cc3cn(C)c4ccccc34)ccc2O[C@@H]1CN(C)Cc1ccc(Oc2ccccc2)cc1	-2	-7	?	2.3	4	.	9
CCNC(=S)NNc1nnc(-c2ccccc2)c(-c2ccccc2)n1	1	3	1	.	3	-11	-1
Cc1ccc(OC(C)C(=O)Nc2ccccc2C(=O)N2CCOCC2)cc1 (centres undefined)	0	2	6	-0.1	21	3	0

# 2 compounds drawn at random from those above:
structure	PglD DTNB	S100A4 inh HTS	DENV2 CPE rescue	E-selectin induc	ERp5 inh	Statin myotox sup	SIRT5 inh
Cc1noc(C)c1NC(=O)Nc1ccc2c(c1)CC(=O)N([C@@H](C)CO)C[C@@H](C)[C@@H](CN(C)Cc1ccc(C(=O)O)cc1)O2	0	4	4	-1.5	3	-14	-6
C[C@@H]1CN([C@H](C)CO)C(=O)c2cc(NC(=O)Cc3cn(C)c4ccccc34)ccc2O[C@@H]1CN(C)Cc1ccc(Oc2ccccc2)cc1	-2	-7	?	2.3	4	.	9

# Next part
structure	PglD DTNB	S100A4 inh HTS	DENV2 CPE rescue	E-selectin induc	ERp5 inh	Statin myotox sup	SIRT5 inh
C[C@H]1CN([C@@H](C)CO)C(=O)c2cccc(NS(=O)(=O)c3ccccc3)c2O[C@H]1CN(C)CC1CCCCC1	-4	6	7	0.0	1	-12	1
CCN(C(=O)COc1cccnc1[N+](=O)[O-])C1CCS(=O)(=O)C1 (centres undefined)	-2	7	0	-0.2	-5	8	0
CC(C)(C)C(=O)/C=C/c1ccc(Oc2ccccc2)cc1	-4	-10	-4	0.6	0	-18	1
Cc1noc(C)c1NC(=O)Nc1cccc2c1O[C@H](CN(C)Cc1ccc(Oc3ccccc3)cc1)[C@@H](C)CN([C@@H](C)CO)C2=O	2	-53	13	0.1	8	.	2
C[C@@H]1CC=C[C@@H]2[C@H]1C(=O)N(Cc1ccccc1)[C@H]2c1cccc(C#Cc2ccccc2)c1	0	-5	0	-6.6	2	32	-5
O=C(C[C@@H]1CC[C@H](NC(=O)Nc2ccccc2F)[C@@H](CO)O1)NCc1ccc(-c2ccccc2)cc1	.	4	9	-0.4	-9	.	2
CC(C)c1[nH]nc2c1C(c1ccccc1)NC2=O (centres undefined)	.	1	-1	3.6	4	.	0
Cc1ccc(NC(=O)CN2CCN(S(=O)(=O)c3cccs3)CC2)cc1S(=O)(=O)N(C)C	1	2	3	4.5	-3	-9	.
COc1ccc(S(=O)(=O)N2CCCC2)c(Cl)c1Cl	.	5	-3	.	-4	.	4
O=C(CN1CCN(Cc2ccccc2)CC1)Nc1ccc(Cl)cc1	4	-3	17	.	4	-2	-1
COc1ccc(N2C(=O)CSC(c3ccccc3)C2=O)cc1 (centres undefined)	.	-43	6	.	-1	.	-1
COC(c1ccccc1)(c1ccccc1)C(Oc1nccc(C)n1)C(=O)O (centres undefined)	-1	1	?	.	-3	-3	-1
C/C=C/c1ccc2c(c1)O[C@H](CN(C)C(=O)c1cccc(F)c1)[C@H](C)CN([C@@H](C)CO)S2(=O)=O	-1	18	?	0.1	3	-5	4
COc1ccccc1C(=O)N/C(=C/c1ccco1)C(=O)Nc1ccc(C(=O)O)cc1	.	-10	-1	0.7	1	-1	6
CCC(=O)N(C)C[C@@H]1Oc2cc(/C=C/c3ccccc3)ccc2S(=O)(=O)N([C@H](C)CO)C[C@H]1C	2	-1	-6	0.2	-2	15	5
COc1ccc(C(c2sc3nc(C)nn3c2O)N2CCCCC2)cc1 (centres undefined)	-4	-3	-6	.	-7	-4	1

# Whole records from above:
# COc1ccccc1-c1ccccc1[C@H]1[C@H](C#N)N(C(=O)C2CCC2)[C@H]1CO reads PglD DTNB: .; S100A4 inh HTS: -5; DENV2 CPE rescue: 50*; E-selectin induc: -0.2; ERp5 inh: 4; Statin myotox sup: .; SIRT5 inh: 12
# C[C@@H]1CC=C[C@@H]2[C@H]1C(=O)N(Cc1ccccc1)[C@H]2c1cccc(C#Cc2ccccc2)c1 reads PglD DTNB: 0; S100A4 inh HTS: -5; DENV2 CPE rescue: 0; E-selectin induc: -6.6; ERp5 inh: 2; Statin myotox sup: 32; SIRT5 inh: -5

# The list continues:
structure	PglD DTNB	S100A4 inh HTS	DENV2 CPE rescue	E-selectin induc	ERp5 inh	Statin myotox sup	SIRT5 inh
S=c1[nH]nc(-c2cccnc2)n1/N=C/C=C/c1ccccc1	.	-5	.	1.8	3	.	-5
CN(C)CCN(C(=O)c1ccc(S(=O)(=O)N(C)CC2CCCO2)cc1)c1nc2cc3c(cc2s1)OCO3 (centres undefined)	-3	0	15	-0.1	2	0	-2
Cc1ccc(S(=O)(=O)N2CCN(C(=O)c3n[nH]c(=O)c4ccccc34)CC2)c(C)c1	1	8	-13	-1.7	-2	1	-2
NCCCNc1ccc([N+](=O)[O-])cc1C(F)(F)F	.	-1	10	.	-2	.	2
Fc1ccccc1N1CCN(c2nnnn2-c2ccccc2)CC1	5	14	-1	.	-2	25	3
Cc1nn(Cc2ccc(C(=O)N3CCOCC3)o2)c(C)c1Br	.	-5	8	3.1	1	.	-6
Cc1csc(=O)n1CCC(=O)OCC(=O)Nc1ccc(F)c(F)c1F	0	-5	-5	0.5	-5	-3	-3
Cn1c(=O)c(=O)n(C)c2cc(S(=O)(=O)CCC(=O)Nc3ccc(F)cc3)ccc21	2	-2	-1	-0.1	2	-5	-2
O=C(c1ccc2c(c1)OCO2)N1C[C@H]2[C@@H](c3ccccc31)[C@@H](CO)N2Cc1ccc2c(c1)OCO2	-6	-3	-8	0.6	19	-12	3
CO[C@@H]1CN(C)C(=O)c2cc(NC(C)=O)ccc2OC[C@@H](C)N(Cc2nccs2)C[C@@H]1C	2	7	6	-0.1	5	2	-5
O=C1CSC(=O)N1CC(O)COc1ccc(Cl)cc1 (centres undefined)	.	-14	2	.	2	.	-1
CCCNC(=O)[C@@H]1[C@@H](CO)[C@@H]2Cn3c(cccc3=O)[C@@H]2N1Cc1cccc(F)c1	.	-4	-6	-0.2	2	.	1
COc1ccc2c(c1)c(=O)c(C(=O)c1ccc(C)cc1)cn2CC(=O)Nc1ccc(F)cc1	3	0	-3	0.0	-4	.	-3
OC[C@@H]1CC[C@@H]2O[C@H](CCc3ccc(C#CCc4ccccc4)cc3)[C@H](n3cc(-c4ccccc4)nn3)C[C@@H]2O1	.	-1	-4	.	-8	.	4
O=C(c1ccccc1)N1CCN(C(=O)c2cc3ccccc3oc2=O)CC1	6	-2	?	.	2	8	-3
CN1CCc2c(sc3nc(NN)n(Cc4ccccc4)c(=O)c23)C1	0	-14	-4	-0.1	5	.	1
COc1ccc(CC(=O)Oc2ccc(C(C)(C)C)cc2)cc1S(=O)(=O)N1CCOCC1	1	5	-3	-0.1	1	-12	-1
COc1ccc(-c2nnc(NC(=O)C(C)C)s2)c(OC)c1	3	-1	-7	0.0	2	-21	-4
CC(C)(C)CC(C)(C)c1ccc(O)c(Cc2ccc(Cl)cc2Cl)c1	7	1	-2	0.4	-6	-10	2
COCC(=O)Nc1ccc2c(c1)C(=O)N(C)C[C@@H](OC)[C@@H](C)CN(CCc1ccccc1)[C@H](C)CO2	3	1	2	0.2	-3	-1	-2
COc1cccc(NC(=O)N[C@@H]2C=C[C@@H](CC(=O)N3CCOCC3)O[C@@H]2CO)c1	.	?	1	0.1	-2	.	2
CC(OC(=O)c1ccc(Cl)nc1)C(=O)NC1CCCC1 (centres undefined)	5	-1	.	0.6	-21	1	0
CN(C)c1ccc(/C=N/NC(=O)c2ccn(C)n2)cc1	.	19	1	0.4	-4	.	3
Cc1ccc(C(NC(=O)NN2CCN(C)CC2)C(Cl)Cl)cc1F (centres undefined)	0	-2	-8	.	-1	-3	-1
CC(C)C[C@@H](CO)NS(=O)(=O)c1c(F)cccc1F	-2	-2	49*	0.0	2	8	0
COc1ccc(NC(=O)N(C)C[C@@H]2Oc3ccc(NC(=O)CCN4CCOCC4)cc3CC(=O)N([C@H](C)CO)C[C@H]2C)cc1	-2	9	-9	.	5	-12	-1
O=C(/C=C(\Nc1cc(Cl)c(Cl)c(Cl)c1)c1ccccc1)c1ccccc1	.	-3	13	0.2	2	.	.
O=C(COc1cccc2c1CCN(Cc1ccccc1)C2=O)NCc1ccco1	4	3	-2	0.0	-5	.	-4
NC(N)=NS(=O)(=O)c1ccc(NC(=S)NC(=O)c2ccccc2)cc1	-7	6	7	.	2	-1	-2
C[C@H](NC(=O)C[C@@H]1CC[C@@H]2[C@H](COC[C@@H](O)CN2Cc2ccc(C(F)(F)F)cc2)O1)c1ccccc1	7	14	8	-0.1	-1	28	7
C[C@@H](NC(=O)[C@H]1[C@H](CO)[C@H]2Cn3c(cccc3=O)[C@@H]1N2Cc1ccccc1)c1ccccc1	-2	8	-2	0.0	-5	8	2
CC1CCCCC1NC(=O)CN1C(=O)c2cccc(N)c2C1=O (centres undefined)	.	4	.	-1.8	3	.	.
